Compound activity: PubChem, Broad Institute
E-selectin induc = induces E-selectin expression in human endothelial cells | P16581 | HUVEC E-selectin immunofluorescence imaging; normalized: neutral wells 0, TNF-alpha wells 100 | 0.37% of 260,000 active | activation, % at 7.58 µM;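 active means mean E-selectin-positive cell signal at least 10% of the positive control, reached in at least 60% of replicates, without over 20% cell loss; inconclusive means no rule given, readout overlaps actives, possibly toxicity-flagged; inactive means the rest, including those meeting only one limit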;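 further: in these data hits start at about 27%; measured in HUVEC primary endothelial cells; signal is the percent of cells scored E-selectin positive by PE staining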
Target sequence (P16581 whole entry, looked up): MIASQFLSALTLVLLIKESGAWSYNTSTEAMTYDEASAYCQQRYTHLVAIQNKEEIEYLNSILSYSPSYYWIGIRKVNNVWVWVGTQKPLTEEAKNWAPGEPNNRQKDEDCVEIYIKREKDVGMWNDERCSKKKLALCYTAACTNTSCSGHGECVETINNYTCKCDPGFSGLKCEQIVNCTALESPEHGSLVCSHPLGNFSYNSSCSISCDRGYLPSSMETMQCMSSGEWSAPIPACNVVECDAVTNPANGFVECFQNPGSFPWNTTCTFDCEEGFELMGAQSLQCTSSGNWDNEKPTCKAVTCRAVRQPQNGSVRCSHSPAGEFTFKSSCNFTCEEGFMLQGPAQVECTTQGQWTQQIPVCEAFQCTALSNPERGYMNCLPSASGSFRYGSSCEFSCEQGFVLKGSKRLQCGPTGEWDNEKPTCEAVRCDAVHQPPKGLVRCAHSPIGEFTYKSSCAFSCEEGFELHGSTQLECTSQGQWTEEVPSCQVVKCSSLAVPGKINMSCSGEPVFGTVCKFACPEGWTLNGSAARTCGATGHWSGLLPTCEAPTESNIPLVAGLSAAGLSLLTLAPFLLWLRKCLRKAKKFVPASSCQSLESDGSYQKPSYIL
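Test system: HUVEC | Signal: Immunofluorescence imaging | Read-out: Percent E-selectin-positive cells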
PglD DTNB = PglD (C. jejuni) enzyme inhibition. purified PglD enzyme, DTNB colorimetric CoA detection. inhibition, % at 12.5 µM. 0.098% of 360,000 active. AID 602405; in the data active means inhibition above about 16%, passing the limit was not always enough; inconclusive means no clear call, values can overlap the other calls; further: strong numbers were not always called active
SIRT5 block = sirtuin-5 (human) deacylase inhibition | 1.1% of 330,000 active | AID 652115 | inhibition, % at 15 µM | Q9NXA8 | Purified SirT5, succinyl-peptide AMC, trypsin-coupled fluorescence; in the data active means inhibition above about 15%; inconclusive means no clear call, values can overlap the other calls
Target sequence (Q9NXA8 whole entry, looked up): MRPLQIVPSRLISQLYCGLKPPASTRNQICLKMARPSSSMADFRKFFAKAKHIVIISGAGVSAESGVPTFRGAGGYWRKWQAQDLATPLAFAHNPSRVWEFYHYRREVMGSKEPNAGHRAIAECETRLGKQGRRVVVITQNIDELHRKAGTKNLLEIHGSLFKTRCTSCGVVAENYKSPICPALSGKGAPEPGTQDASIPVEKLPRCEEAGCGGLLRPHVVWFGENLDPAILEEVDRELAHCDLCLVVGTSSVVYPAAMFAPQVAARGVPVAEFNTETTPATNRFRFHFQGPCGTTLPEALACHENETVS
DENV2 CPE = inhibitors of DENV2 cytopathic effect; CPE inhibition, % at 9.99 µM; DENV2-infected cells, cytopathic effect rescue, plate reader; AID 651640; 1.7% of 350,000 active; in the data active means CPE inhibition above about 20%, passing the limit was not always enough; inconclusive means no clear call, values can overlap the other calls; tested in BHK-21 cells;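 further: 0% = median of neutral control wells and 100% = median of positive control wells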
ERp5 block = ERp5 (human) disulfide isomerase inhibition; ERp5 insulin aggregation, absorbance 650 nm, 90 min; 0.05% of 350,000 active; AID 651711; Q15084; inhibition, % at 9.99 µM;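 active means mean replicate inhibition above about 25%, with every replicate also reaching it, limit read from the data, passing the limit was not always enough; inconclusive means only one of those two criteria met; inactive means neither criterion met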
S100A4 MyoIIA = S100A4-myosin IIA interaction inhibition | S100A4/TAMRA-MyoIIA peptide fluorescence polarization | inhibition, % at 10.7 µM | 0.14% of 360,000 active;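 active means mean inhibition of at least 70% across replicates, with every replicate also reaching that level; inconclusive means mean inhibition reaches 70% but some replicates fall short; inactive means mean inhibition below 70%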
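Test system: S100A4 monomer protein. Medium: HEPES buffer with Ca2+, pH 7.2. Reagent: fluorescent myosin IIA peptide, 5 nM. Compound dosing: single-point compound testing. Timing: 5 min between mix addition and reading. Benchmarks: DMSO neutral and TFP positive wells.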
C2C12 statin = suppressors of simvastatin-induced myotoxicity in C2C12 myotubes; AID 602340; rescue of ATP level, % at 7.49 µM; 0.78% of 330,000 active; ATP luminescence, 48 h; scaled: DMSO 0, geranylgeraniol control 100;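 active means mean ATP rescue above about 67%, or every replicate alone reaching that limit, limit read from the data, passing the limit was not always enough; inconclusive means no clear call, values can overlap the other calls; inactive means mean under the limit and some replicate under it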;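 further: myotubes were challenged with 10 µM simvastatin during compound exposure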
The depositor's hits bear a star; ? = inconclusive; . = not tested or not shown. An excerpt; rates above refer to the full screens.

1	O=c1ccn(Cc2ccccc2)cc1
2	CCCc1cc(=O)n2nc(N3CCC(C(=O)N4CCN(c5ccc(OC)cc5)CC4)CC3)sc2n1
3	COc1ccc(S(=O)(=O)N2C3CCC2CC(NC(=O)NC2CCCCC2)C3)cc1 (centres undefined)
4	COc1ccc(CCN(Cc2cc3cc(C)ccc3[nH]c2=O)C(C)=O)cc1OC
5	CN(C)/C=N/c1ncn(-c2ncc(C(F)(F)F)cc2Cl)n1
6	O=C(COC(=O)CCc1nc2ccccc2c(=O)[nH]1)NCc1ccc(F)cc1
7	O=C(CNC(=O)c1ccc(C(F)(F)F)cc1)NC1CC1
8	CCN(C[C@H]1N[C@@](CC)(C(=O)OC)[C@H]2C(=O)N(Cc3ccccc3)C(=O)[C@@H]12)C(=O)c1ccccc1
compound no.,1,2,3,4,5,6,7,8
E-selectin induc,0.1,0.2,.,.,1.4,-2.5,0.6,-0.1
PglD DTNB,1,5,3,.,.,4,0,-2
SIRT5 block,2,-1,0,-2,0,-4,-3,.
DENV2 CPE,-6,7,-1,13,0,9,-1,2
ERp5 block,-2,0,1,-3,0,13,-3,-1
S100A4 MyoIIA,2,0,-3,2,1,1,-1,12
C2C12 statin,12,20,-3,.,.,.,1,9

Quoted from the listing.
Under E-selectin induc, O=C(COC(=O)CCc1nc2ccccc2c(=O)[nH]1)NCc1ccc(F)cc1 has the entry -2.5
Under PglD DTNB, COc1ccc(S(=O)(=O)N2C3CCC2CC(NC(=O)NC2CCCCC2)C3)cc1 (centres undefined) has the entry 3

(cont.)
9	N#C/C(=C\c1ccc(Sc2ccccc2)o1)c1nc2ccccc2[nH]1
10	COc1ccc2c3c([nH]c2c1)[C@@H](CO)N(C(=O)C1CCC1)CC31CN(C(=O)c2ccccn2)C1
11	COc1ccc2cc(CO)c(Cl)nc2c1
12	CN1N=C(C(=O)N2CCCC(C(=O)c3cccc(C(F)(F)F)c3)C2)CCC1=O (centres undefined)
13	C/C(=N\N=C1/SC(CC(=O)O)C(=O)N1c1ccccc1)c1ccc(C)cc1 (centres undefined)
14	Cc1ccc(S(=O)(=O)N2CCN(c3ccccc3)CC2)s1
15	COc1cc(/C=C2\SC(=O)N(CCNC(=O)c3c(C)noc3C)C2=O)cc(OC)c1OC
16	O=C(c1ccc(F)cc1)N1CC(=O)N2[C@H](C1)[C@H](c1ccc(C#CC3CCCCC3)cc1)[C@@H]2CO
compound no.,9,10,11,12,13,14,15,16
E-selectin induc,7.4,0.1,.,.,.,22,2.6,1.3
PglD DTNB,2,.,2,.,2,-5,.,.
SIRT5 block,2,1,-2,.,-2,-3,2,4
DENV2 CPE,0,0,-1,3,-4,-8,-6,-10
ERp5 block,-5,-9,3,3,8,.,-1,-1
S100A4 MyoIIA,14,0,-3,-2,-2,7,0,-10
C2C12 statin,.,.,2,.,-4,-13,-3,.

17	COCC#Cc1ccc2c(c1)O[C@H](CN(C)CC1CCOCC1)[C@H](C)CN([C@@H](C)CO)S2(=O)=O
18	O=C(NN1CC(C(=O)OCc2ccccc2F)CC1=O)c1ccccc1 (centres undefined)
19	CCn1cnc2cc([N+](=O)[O-])ccc21
20	Cc1ccc(S(=O)(=O)Nc2ccc3c(c2)CC(=O)N([C@H](C)CO)C[C@H](C)[C@@H](CN(C)C(=O)Nc2ccccc2)O3)cc1
21	O=C(c1ccccc1)c1ccc2nc(Nc3ccccc3)c3nncn3c2c1
22	COc1cccc(NC(=O)N2CC3(C2)[C@@H](c2ccccc2)[C@H](CO)N3C(C)=O)c1
23	Cc1cccc(NC(=O)c2cc(S(=O)(=O)N3CCOCC3)cn2C)c1C
24	CCC(C)C(NC(=O)c1ccccc1NC(=O)c1ccc(OC)cc1)C(=O)NCCCn1ccnc1 (centres undefined)
compound no.,17,18,19,20,21,22,23,24
E-selectin induc,-0.1,0.5,1.6,.,-0.9,-0.1,0.0,.
PglD DTNB,-2,1,1,0,9,.,3,-4
SIRT5 block,-4,-1,-5,2,-1,3,1,-2
DENV2 CPE,2,0,?,-8,0,2,0,-4
ERp5 block,-10,0,11,2,3,-6,-1,4
S100A4 MyoIIA,-8,-2,-3,24,-7,14,-1,-1
C2C12 statin,12,-3,-1,-7,.,.,4,-19

25	CN1c2ccc(Br)cc2[C@H]2[C@H](CCN2C(=O)C2CCCC2)[C@@H]1CO
26	O=C(CCNC(=O)c1ccc(Cl)cc1)NCC(c1ccco1)N1CCCCC1 (centres undefined)
27	COc1c(/C=C2\SC(=Nc3ccccc3Cl)NC2=O)cccc1[N+](=O)[O-]
28	COc1ccc(Cl)cc1NC(=O)CN(C)C(=O)CCCNC(=O)c1ccc(Cl)cc1
29	COc1ccc(/C=C/C(=O)OCC(=O)N2CCc3ccccc32)cc1
30	CCNC(=O)Oc1ccc[nH]c1=O
31	COCC(=O)Nc1ccc2c(c1)OC[C@H](C)N(C(=O)c1ccccc1)C[C@@H](C)[C@H](OC)CN(C)C2=O
32	O=C(/C=C/c1ccccc1)CCN1CCCCC1
compound no.,25,26,27,28,29,30,31,32
E-selectin induc,0.0,-0.2,-0.1,-0.5,.,0.2,-0.2,3.0
PglD DTNB,.,-8,1,-1,5,-2,-3,0
SIRT5 block,3,-2,-2,-3,-3,-5,-2,1
DENV2 CPE,-9,-7,8,0,4,?,1,2
ERp5 block,0,-5,-3,-9,3,-3,-1,4
S100A4 MyoIIA,-61,-10,0,-2,1,-1,20,-2
C2C12 statin,.,-4,7,0,4,7,-9,4

33	COc1ccc(C2C(C(=O)OC3CCCCC3)=C(C)Nc3nnnn32)c(OC)c1OC (centres undefined)
34	CN1CCN(c2ccccc2NC(=O)c2cccc([N+](=O)[O-])c2)CC1
35	C[C@H](NC(=O)c1nc[nH]c1C(=O)NCc1ccccc1)C(=O)OCc1ccccc1
36	COC(=O)C1=C(CS(=O)(=O)c2ccccc2)NC(=O)NC1c1ccc(O)cc1 (centres undefined)
37	O=C(O)c1cc(-c2ccc(N3CCOCC3)cc2)nn1-c1ccc(F)cc1
38	O=C(C[C@H]1C[C@@H]2c3cc(NC(=O)Cc4ccncc4)ccc3O[C@@H]2[C@H](CO)O1)NCc1cccnc1
39	O=C(C1=NOC2(C1)C(=O)Nc1ccccc12)N1CCCCC1 (centres undefined)
40	CC(C)C#Cc1ccc2c(c1)O[C@@H](CN(C)Cc1ccncc1)[C@H](C)CN([C@@H](C)CO)S2(=O)=O
compound no.,33,34,35,36,37,38,39,40
E-selectin induc,.,0.0,.,-0.2,-0.2,0.1,2.9,-0.3
PglD DTNB,.,-10,0,0,.,3,.,1
SIRT5 block,1,0,-2,-3,-8,3,-7,.
DENV2 CPE,6,-6,5,-2,1,-12,-3,2
ERp5 block,4,-1,8,-2,0,-1,8,.
S100A4 MyoIIA,-2,2,-4,-2,-1,1,5,.
C2C12 statin,.,5,2,-4,-3,-13,.,-98

41	CCc1cc(-c2nc(N)ncc2-c2csc(C)n2)c(O)cc1OC
42	C[C@@H]1CN([C@H](C)CO)S(=O)(=O)c2ccc(C#CCN(C)C)cc2O[C@H]1CN(C)Cc1ccccc1
43	CCOC(=O)[C@@H]1[C@H]2COc3ccc(Br)cc3[C@H]2N2C(=O)N(c3ccc(Br)cc3)C(=O)[C@]12C
44	CN(N=Nc1ccc([N+](=O)[O-])cc1)c1ccccc1
45	O=C(N1CCN(Cc2ccc3c(c2)OCO3)CC1)C(Cl)(Cl)Cl
46	O=C(C[C@@H]1CC[C@H]2[C@@H](COC[C@@H](O)CN2S(=O)(=O)c2ccc(Cl)cc2)O1)NCC1CCCCC1
47	CC(C)Cn1c(N)c(C(=O)COC(=O)CCc2nc3ccccc3s2)c(=O)n(C)c1=O
48	O=C(CSc1nnc(CNC(=O)c2ccc(F)cc2)o1)NCc1ccccc1
compound no.,41,42,43,44,45,46,47,48
E-selectin induc,-0.1,-0.1,0.4,.,.,-0.1,-0.9,-0.2
PglD DTNB,.,-1,-3,1,2,0,-3,0
SIRT5 block,2,5,-3,3,0,4,-3,0
DENV2 CPE,17,-7,3,-7,4,14,2,-2
ERp5 block,0,-3,0,-1,-1,6,1,3
S100A4 MyoIIA,-1,3,6,34,-1,3,0,-2
C2C12 statin,.,-114,15,.,24,-3,.,.

49	CC=Cc1ccc2n(c1=O)C[C@@H]1[C@@H](CO)[C@H](C(=O)NC3CCCC3)N[C@H]21 (mixture of isomers)
50	CC1CN(Cc2ccccc2)C(=O)N(c2ccccc2)C1=O (centres undefined)
51	CN1CCN(CCCNCc2cn(CCC#N)c3ccccc23)CC1
52	O=C(O)CCN1C(=O)c2ccc(NC(=O)c3cccs3)cc2C1=O
53	COCC#Cc1ccc2c(c1)O[C@@H](CN(C)Cc1ccccn1)[C@H](C)CN([C@H](C)CO)S2(=O)=O
54	O=C(C[C@@H]1C=C[C@H](NS(=O)(=O)c2ccc(F)cc2)[C@@H](CO)O1)NCCN1CCCCC1
55	COc1cccc(CN(C)C(=O)CNC(=O)c2ccc(-c3ccccc3)cc2)c1OC
56	CC(OC(=O)C1CC(=O)N(Cc2ccccc2)C1)C(=O)Nc1cccc(C#N)c1 (centres undefined)
compound no.,49,50,51,52,53,54,55,56
E-selectin induc,-1.7,-0.2,.,.,-0.1,0.2,-0.1,-1.1
PglD DTNB,.,.,1,2,-2,-1,3,0
SIRT5 block,-5,-1,-5,.,-5,-3,-3,-3
DENV2 CPE,7,17,?,.,2,5,12,2
ERp5 block,9,5,2,6,-4,5,-2,-1
S100A4 MyoIIA,12,-4,5,-2,8,1,-1,1
C2C12 statin,.,4,-4,26,-17,-1,-7,.

Molecules from the list above that contain a Cl atom, in the order listed:
5	CN(C)/C=N/c1ncn(-c2ncc(C(F)(F)F)cc2Cl)n1
11	COc1ccc2cc(CO)c(Cl)nc2c1
26	O=C(CCNC(=O)c1ccc(Cl)cc1)NCC(c1ccco1)N1CCCCC1 (centres undefined)
27	COc1c(/C=C2\SC(=Nc3ccccc3Cl)NC2=O)cccc1[N+](=O)[O-]
28	COc1ccc(Cl)cc1NC(=O)CN(C)C(=O)CCCNC(=O)c1ccc(Cl)cc1
45	O=C(N1CCN(Cc2ccc3c(c2)OCO3)CC1)C(Cl)(Cl)Cl
46	O=C(C[C@@H]1CC[C@H]2[C@@H](COC[C@@H](O)CN2S(=O)(=O)c2ccc(Cl)cc2)O1)NCC1CCCCC1
compound no.,5,11,26,27,28,45,46
E-selectin induc,1.4,.,-0.2,-0.1,-0.5,.,-0.1
PglD DTNB,.,2,-8,1,-1,2,0
SIRT5 block,0,-2,-2,-2,-3,0,4
DENV2 CPE,0,-1,-7,8,0,4,14
ERp5 block,0,3,-5,-3,-9,-1,6
S100A4 MyoIIA,1,-3,-10,0,-2,-1,3
C2C12 statin,.,2,-4,7,0,24,-3
